High-throughput results as filed in PubChem BioAssay.
TRPC6 inhibitor: inhibitors of mouse TRPC6 channel. Q61143. HEK293-TRPC6, membrane potential dye, ACh-evoked depolarization; hits give low values. B-score at 10 µM. 1.1% of 310,000 active. AID 2553;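 active = B-score under library mean minus 3 SD, initial fluorescence not abnormally high, positive integrated signal ratio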;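 note: B-score derived from integrated fluorescence ratio over the kinetic read; more negative B-score means stronger inhibition of depolarization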
AI-2 QS modul: modulates the Vibrio harveyi AI-2 quorum sensing system; Vibrio harveyi JMH597 AI-2 luminescence/OD600 ratio, 9 h; hits give low values; strain lacks LuxN and CqsS sensors; 0 = neutral-control median; activity change, % at 7.5 µM; 0.4% of 300,000 active; AID 2094; in the data active = activity change below about -75%, passing the limit was not always enough;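 note: luminescence divided by OD600 gain over 9 h not by final OD600 alone; inactives centre near 13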
TRPC4 block: TRPC4 (mouse) channel inhibition; 0.39% of 300,000 active; HEK293 TRPC4beta/mu-opioid, DAMGO-evoked Fluo4 calcium flux; hits give low values; Q9QUQ5; B-score at 10 µM;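 active = B-score over 3 SD under the library average, no early fluorescence shift, positive overall ratio signal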
Target sequence (Q9QUQ5 whole entry, looked up): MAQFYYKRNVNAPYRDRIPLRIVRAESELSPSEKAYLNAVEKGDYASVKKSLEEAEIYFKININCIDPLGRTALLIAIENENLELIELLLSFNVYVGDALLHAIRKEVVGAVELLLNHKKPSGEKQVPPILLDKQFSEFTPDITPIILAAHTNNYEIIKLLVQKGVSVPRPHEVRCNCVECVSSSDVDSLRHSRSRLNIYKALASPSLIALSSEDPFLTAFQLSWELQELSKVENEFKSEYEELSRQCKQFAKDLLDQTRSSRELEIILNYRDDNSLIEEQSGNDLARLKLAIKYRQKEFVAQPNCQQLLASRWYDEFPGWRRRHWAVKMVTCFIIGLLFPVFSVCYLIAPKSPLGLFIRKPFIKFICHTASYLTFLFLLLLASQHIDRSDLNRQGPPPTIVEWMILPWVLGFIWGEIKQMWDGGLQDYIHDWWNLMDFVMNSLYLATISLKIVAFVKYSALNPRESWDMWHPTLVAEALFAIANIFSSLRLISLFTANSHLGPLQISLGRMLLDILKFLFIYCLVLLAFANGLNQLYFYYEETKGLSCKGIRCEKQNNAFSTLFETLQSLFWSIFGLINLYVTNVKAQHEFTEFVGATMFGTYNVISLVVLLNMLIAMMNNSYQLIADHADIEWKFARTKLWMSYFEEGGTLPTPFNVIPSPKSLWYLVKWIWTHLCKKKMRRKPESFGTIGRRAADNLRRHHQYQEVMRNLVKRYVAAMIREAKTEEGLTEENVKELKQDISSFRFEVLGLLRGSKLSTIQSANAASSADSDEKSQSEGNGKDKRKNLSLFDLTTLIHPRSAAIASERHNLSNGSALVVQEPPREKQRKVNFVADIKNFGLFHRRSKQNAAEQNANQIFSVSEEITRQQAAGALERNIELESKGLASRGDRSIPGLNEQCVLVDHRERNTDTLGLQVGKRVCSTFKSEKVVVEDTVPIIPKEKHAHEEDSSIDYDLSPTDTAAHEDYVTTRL
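test system = HEK293 cells with stable TRPC4beta plus mu-opioid receptor expression | detection = Fluo4 Ca2+ flux fluorescence | read-out = integrated fluorescence ratio relative to baseline, converted to per-well B score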
MrgX1 agonist: agonists of human MrgX1 receptor. MrgX1-HEK293 cells, Fluo-4 calcium fluorescence, agonist mode; hits give high values. B-score at 10 µM. 0.44% of 310,000 active;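 active = calcium response B-score plate-corrected fluorescence ratio at least 3 library SD, with starting fluorescence B-score inside 5 SD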
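Test system: HEK293 cells stably expressing human MrgX1 receptor; amount: 15,000 cells per well; doses: compound delivered in addition one of three; times: overnight plating before 1 h dye loading; detection: Fluo-4 NW calcium-flux fluorescence, kinetic read; read-out basis: B-scored fluorescence response ratio; controls: positive and negative controls per plate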
MrgX1 PAM: allosterically activates human MrgX1 receptor signaling | Q96LB2 | MrgX1-HEK293, Fluo-4 calcium flux, FDSS; hits give high values | B-score at 10 µM | 0.63% of 310,000 active;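 active = plate-corrected calcium response at least 3 library SD above typical, normal starting fluorescence, not activating the receptor alone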;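 note: compound read alongside a low EC10 to EC30 dose of BAM8-22 agonist; peak minus trough fluorescence over baseline measured at the second addition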
MrgX1 antagonist: human MrgX1 receptor antagonism, primary screen; Q96LB2; MRGX1-HEK293 calcium flux, Fluo-4, BAM8-22 antagonism; hits give low values; B-score at 10 µM; 1.3% of 310,000 active;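 active = calcium-response B-score plate-corrected more than 3 library SD below zero, starting fluorescence within 5 deviations, no agonist response on first addition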;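 note: peak minus trough fluorescence over baseline after final BAM8-22 challenge near maximal dose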
TRPC4 act: opens the mouse TRPC4 cation channel; HEK293 TRPC4beta/mu-opioid, Fluo4 calcium fluorescence; hits give high values; B-score at 10 µM; 0.49% of 310,000 active;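 active = B-score above 5 SD of library B-scores, and initial fluorescence ratio not above library mean plus 5 SD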;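 note: positive B-score marks a calcium rise read as TRPC4 activation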
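Material: TRPC4beta and mu-opioid receptor HEK293 stable cells | Incubation: 45 min room-temperature Fluo4 loading, 110 s read | Detection: Kinetic Fluo4 calcium fluorescence | Measure: Integrated baseline-normalised fluorescence ratio, converted to per-well B score | Benchmarks: Low control buffer alone, high control maximal DAMGO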
TRPC4 PAM: allosterically enhances the mouse TRPC4 cation channel; Q9QUQ5; HEK293 TRPC4beta/mu-opioid, DAMGO EC20, Fluo-4 Ca2+ flux; hits give high values; B-score at 10 µM; 0.42% of 310,000 active; AID 2227;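 active = B-score of calcium response area above 5 SD of library B-scores, with initial fluorescence ratio within 5 SD of library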;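 note: B-score of integrated fluorescence ratio over time as area under calcium response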
PolyA inhibitor: inhibitors of polyadenylation in S. cerevisiae | AID 1875 | S. cerevisiae SKY197-pL101 polyadenylation reporter, beta-gal luminescence; efflux-impaired pdr1/pdr3 knockout yeast; score 100 = 6 SD above DMSO | calls only at 12 µM | 0.02% of 300,000 active;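 active = lowest replicate activity score at least 50, where 100 means six control SD above control mean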;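 note: yeast exposed to compound for 9 h at 30 °C; higher score means more reporter readthrough which indicates perturbed polyadenylation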
TRPC6 activator: activates the mouse TRPC6 cation channel. AID 2550. B-score at 10 µM. Q61143. 0.13% of 310,000 active. HEK293-TRPC6 membrane potential dye fluorescence; hits give high values;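 active = B-score of the integrated fluorescence ratio above library mean plus 3 SD, and starting fluorescence ratio within library mean plus 5 SD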;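 note: higher score means more depolarization so channel activation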
HIF act: HIF pathway transcriptional activation | U2OS HRE-luciferase reporter, luminescence; normalized: DMSO 0%, desferrioxamine 100% | activation, % at 7.5 µM (by protocol) | 0.32% of 300,000 active;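 active = mean activation of at least 10% of the iron chelator positive control signal, with at least half of replicates also reaching 10%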
* hit, by the source's call; i = inactive; . = not tested or not shown.

canonical_smiles	TRPC6 inhibitor	AI-2 QS modul	TRPC4 block	MrgX1 agonist	MrgX1 PAM	MrgX1 antagonist	TRPC4 act	TRPC4 PAM	PolyA inhibitor	TRPC6 activator	HIF act
Cc1ccc(S(=O)(=O)NC2=NCN(CCc3ccccc3)CN2)cc1	i	10.5	i	i	i	i	i	i	i	i	0.2
Cc1cccc(-c2c3c(=O)n(C)c(=O)n(C)c3cn2C(C)(C)C)c1	i	26.9	i	i	i	i	i	i	i	i	0.0
CCN(CC)CCN1C(=O)C(=O)/C(=C(/O)c2ccc(S(=O)(=O)N3CCOCC3)cc2)C1c1ccc(C(C)(C)C)cc1 (stereo not drawn)	i	3.9	i	i	i	i	i	i	i	i	-0.4
CN(C)CCCN(C(=O)c1ccc(C(=O)c2ccccc2)cc1)c1nc2c(F)cccc2s1	-6.25*	12.8	i	i	i	i	i	i	i	i	-0.6
CCOc1cc(C)c(Cl)cc1S(=O)(=O)N(CC)CC	i	16.9	i	i	7.53*	i	i	i	i	i	-0.1
O=C(O)C1C2CCC(O2)C1C(=O)Nc1cccc(Cl)c1 (stereo not drawn)	i	21.3	i	i	i	i	i	i	i	i	-0.7
CCOc1ccc(NC(=O)COC(=O)c2c(OC)cccc2OC)cc1	i	6.0	i	i	i	i	i	i	.	i	-0.6
O=C(CCCn1cc([N+](=O)[O-])cn1)NC1CCCCCC1	i	18.1	i	i	i	i	i	i	i	i	0.0
CCCOc1ccc(-c2c(C(=O)N/N=C/c3cccs3)nnn2-c2nonc2N)cc1	i	15.8	i	i	i	i	i	i	i	i	-0.1
COc1cccc(CN(CC(=O)NCC2CCCO2)C(=O)CNS(=O)(=O)c2ccccc2)c1 (stereo not drawn)	i	9.6	i	i	i	i	i	i	i	i	-0.4
CCCCN(CC)CCNC(=O)c1cc2cc3ccc(Cl)cc3nc2o1	i	10.9	i	i	i	i	103*	13*	i	i	0.2
COCCn1c(SCC(=O)c2ccc3c(c2)OCCO3)nnc1-c1ccoc1C	i	61.8	i	i	i	i	i	i	i	i	-0.3
COc1ccc(OC)c(-n2c(-c3ccc(S(C)(=O)=O)cc3)cc(C=O)c2C)c1	i	-5.0	i	i	i	i	i	i	i	i	0.4
O=C(c1ccccc1-c1nc(-c2ccccc2)no1)N1CCCC1	i	7.4	i	i	i	i	i	i	i	i	2.3
CCOC(=O)CSc1n[nH]c(=O)n1CCc1ccccc1	i	-16.2	i	i	i	i	i	i	i	i	-9.2
COC(=O)NCC(C)OC(=O)Nc1cccc(Cl)c1 (stereo not drawn)	i	9.1	i	i	i	i	i	i	i	i	0.0
O=C(c1ccccn1)N1CCN(S(=O)(=O)c2ccc(F)cc2)CC1	i	-3.2	i	i	i	i	i	i	i	i	-0.3
C(=N\Nc1ccccn1)/c1ccc2c(c1)OCCO2	i	18.5	i	i	i	i	i	i	i	i	1.2
COc1cccc(OC)c1C(=O)NC(=O)Nc1c(C)cccc1C	i	5.3	i	i	i	i	i	i	i	i	0.0
Cc1cccc2sc(NC(=O)CN3C(=O)C4CC=CCC4C3=O)nc12 (stereo not drawn)	i	-25.9	i	i	i	i	i	i	i	i	-0.3
O=P1(O)C=C(c2ccccc2)OC(c2ccccc2)=C1	i	24.5	i	i	i	i	i	i	i	i	2.6
Cc1ccc(NC(=O)C(C)N2C(=O)c3ccccc3S2(=O)=O)cc1Cl (stereo not drawn)	i	-23.4	i	i	i	i	i	i	i	i	3.2
CCCC(=O)C1=C(O)C(C(=O)OC)C(C)(C)CC1=Nc1ccc(C)cc1 (stereo not drawn)	i	13.9	i	i	i	i	i	i	i	i	0.3
Cc1c(NC(=O)c2cnn3c(C(F)(F)F)cc(-c4ccco4)nc23)c(=O)n(-c2ccccc2)n1C	i	28.1	i	i	i	i	i	i	i	i	0.3
CC1CN(C(=O)CSc2cn(CC(=O)N3CCOCC3)c3ccccc23)CC(C)O1 (stereo not drawn)	i	19.4	i	i	i	i	i	i	i	i	0.1
COCCN(C(=O)COC(=O)CCOc1cccc(C)c1)c1c(N)n(Cc2ccccc2)c(=O)[nH]c1=O	i	22.8	i	i	i	i	i	i	i	i	0.4
CN1CCN(C(=O)C2CCCCC2C(=O)O)CC1 (stereo not drawn)	i	13.0	i	i	i	i	i	i	i	i	-0.4
Cc1cc(C)nc(N(C#N)C(C)C(=O)N(C)C)n1 (stereo not drawn)	i	6.2	i	i	i	i	i	i	i	i	-0.3
COC(=O)c1ccc(NS(=O)(=O)N(C)C)cc1	i	37.4	i	i	i	i	i	i	i	i	0.6
CCOc1ccc(N2CC(C(=O)NCc3ccc(F)cc3)CC2=O)cc1 (stereo not drawn)	i	37.6	i	i	i	i	i	i	i	i	-0.3
Cn1c(=O)c2c(nc(SCC(=O)N3CCOCC3)n2C)n(C)c1=O	i	32.9	i	i	i	i	i	i	i	i	-0.1
Cc1nc(Cl)c(C(=O)NCc2ccccc2)c(C)c1Cl	i	8.2	i	i	i	i	i	i	i	i	0.1

Copied from the results shown for reference:
canonical_smiles	TRPC6 inhibitor	AI-2 QS modul	TRPC4 block	MrgX1 agonist	MrgX1 PAM	MrgX1 antagonist	TRPC4 act	TRPC4 PAM	PolyA inhibitor	TRPC6 activator	HIF act
CN1CCN(C(=O)C2CCCCC2C(=O)O)CC1 (stereo not drawn)	i	13.0	i	i	i	i	i	i	i	i	-0.4
Cc1cc(C)nc(N(C#N)C(C)C(=O)N(C)C)n1 (stereo not drawn)	i	6.2	i	i	i	i	i	i	i	i	-0.3

New compounds follow
canonical_smiles	TRPC6 inhibitor	AI-2 QS modul	TRPC4 block	MrgX1 agonist	MrgX1 PAM	MrgX1 antagonist	TRPC4 act	TRPC4 PAM	PolyA inhibitor	TRPC6 activator	HIF act
CC(C)N(Cc1ccccc1)C(=S)Nc1ccc(OC(F)F)cc1	i	-8.7	i	i	i	i	i	i	i	i	-0.3
COc1ccc(CCNC(=O)Cn2c(=O)cnc3ccccc32)cc1	i	33.9	i	i	i	i	i	i	i	i	-0.2
CCOC(=O)C1CCN(C(=O)C2CCCN(S(=O)(=O)c3ccc(OC)c(Cl)c3)C2)CC1 (stereo not drawn)	i	19.8	i	i	i	i	i	i	i	i	0.1
O=C(NCCCN1CCOCC1)c1cc(-c2ccc(Br)cc2)nc2ccccc12	i	5.1	i	i	i	i	i	i	i	i	-0.2
C=CCn1c(CCCOc2ccc(Cl)cc2Cl)n[nH]c1=S	i	4.6	i	i	i	i	i	i	i	i	0.1
COCCN1C(=O)CS/C1=C(/C#N)C(=O)NCc1ccco1	i	10.6	i	i	i	i	i	i	i	i	0.1
CCOC(=O)c1cnc(-n2nc(C)cc2C)nc1Oc1ccccc1F	i	25.0	i	i	i	i	i	i	i	i	0.2
CCN(CC)C(=O)c1ccc(Oc2ccc([N+](=O)[O-])cc2Cl)cc1	i	15.6	i	i	i	i	i	i	i	i	-0.4
Cc1cc(C)cc(C(=O)/C=C2\NC(=O)CS2)c1	i	11.9	i	i	i	i	i	i	i	i	0.0
CCCC(C(=O)NCCc1ccc(S(N)(=O)=O)cc1)c1ccccc1 (stereo not drawn)	i	8.0	i	i	i	i	i	i	i	i	-1.7
Cc1cc(C(=O)NNC(=O)CCC2CCCCC2)c(C)o1	i	8.2	i	i	i	i	i	i	i	i	-0.4
O=C(NCCN1CCN(C(=O)c2cccc([N+](=O)[O-])c2)CC1)C(=O)NCc1ccc(Cl)cc1	i	9.4	i	i	i	i	i	i	i	i	0.3
CC(C)N(Cc1cc2ccccc2[nH]c1=O)C(=O)c1cccc([N+](=O)[O-])c1	i	-0.3	i	i	i	i	i	i	i	i	-0.3
Cc1nc(N2CCCCC2)c2sc(=S)n(C)c2n1	i	12.5	i	i	i	i	i	i	i	i	-0.2
CCn1c(=O)c(C(=O)NCCCc2ccccc2)c(O)c2ccccc21	i	9.5	i	i	i	i	i	i	i	i	0.3
COc1ccc(CC(C)CC(=O)Nc2ccc(OC)cc2)cc1 (stereo not drawn)	i	2.6	i	i	i	i	i	i	i	i	-0.1
Cc1ccc(NC(=O)CCC(=O)N2CCOc3ccccc32)c(Cl)c1	i	31.6	i	i	i	i	i	i	i	i	0.2
CCn1c(=O)c2ccccc2n(Cc2cccc([N+](=O)[O-])c2)c1=O	i	10.1	i	i	i	i	i	i	i	i	0.4
COC(=O)C1CCN(c2nc3ccccc3nc2C(C#N)C(=O)NCCc2ccccc2)CC1 (stereo not drawn)	i	24.3	i	i	i	i	i	i	i	i	-0.1
COc1c(O)ccc(C2NC(=O)NC(C)=C2C(=O)Nc2ccccc2C)c1[N+](=O)[O-] (stereo not drawn)	i	10.5	i	i	i	i	i	i	i	i	-0.5
Cn1c(NC(=O)CCc2ccccc2)cc(=O)n(C)c1=O	i	10.0	i	i	i	i	i	i	i	i	2.7
COc1ccc(NS(=O)(=O)c2ccc(NC(=O)c3ccccc3)cc2)nn1	i	11.3	i	i	i	i	i	i	i	i	0.0
CCN(C(=O)CSc1cc(C)c2cccc(C)c2n1)C1CCS(=O)(=O)C1 (stereo not drawn)	i	26.2	i	i	i	i	i	i	i	i	0.8
COc1ccc(NCC(=O)N/N=C/C=C\c2ccccc2)cc1	i	-17.8	i	i	i	i	i	i	i	i	1.4
O=C(Cc1ccccc1)Nc1cccc(N2CCCC2)c1	i	73.1	i	i	i	i	i	i	i	i	.
CCNC(=O)CC1C(=O)N(c2ccccc2)C(=O)N1CCOC (stereo not drawn)	i	19.4	i	i	i	i	i	i	i	i	1.4
O=C(Cc1ccc(Cl)cc1Cl)NCc1cccnc1	i	19.4	i	i	i	i	i	i	i	i	0.6
Cc1cc(C(=O)CCC(=O)Nc2ncccc2O)c(C)s1	i	-17.2	i	i	i	i	i	i	i	i	-22.7
COc1ccc(O)c(/C=N/N=C/c2cccc([N+](=O)[O-])c2)c1	i	16.8	i	i	i	i	i	i	i	i	-2.3
CCOC(=O)C1=C(NC#N)OC(C)=C(C)C1c1ccc(O)cc1 (stereo not drawn)	i	11.4	i	i	i	i	i	i	i	i	-0.4
CCOC(=O)c1c(CCl)nc2ccccc2c1-c1ccccc1	i	0.1	i	i	i	i	i	i	i	i	-0.2

Some of the compounds tested, so the mix of outcomes need not match the whole.
